Source: PubChem BioAssay (several laboratories)
CRFR2-BP antag: antagonists of CRF-binding protein/CRF-R2 receptor complex; HEK293 CRF-R2/CRF-BP, CRF-induced calcium fluorescence; inhibition, % at 11.8 µM; 350,000 tested, 0.59% active;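 active = inhibition of the ligand-induced calcium signal above about 50% at the single tested concentration, limit read from the data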
M4 ag: CHRM4 agonism in calcium assay; P08173; CHO-K1 hM4/Gqi5, Fluo-8 calcium fluorescence; vehicle 0%, full acetylcholine response 100%; activation, % at 3 µM; 360,000 tested, 0.14% active;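 active = activation above the run mean over all test wells plus 3 SD, cut at about 32% in these data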;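 also: peak over basal fluorescence ratio per well then scaled between controls; 0% = DMSO wells and 100% = acetylcholine at EC100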
Target sequence (P08173 whole entry, looked up): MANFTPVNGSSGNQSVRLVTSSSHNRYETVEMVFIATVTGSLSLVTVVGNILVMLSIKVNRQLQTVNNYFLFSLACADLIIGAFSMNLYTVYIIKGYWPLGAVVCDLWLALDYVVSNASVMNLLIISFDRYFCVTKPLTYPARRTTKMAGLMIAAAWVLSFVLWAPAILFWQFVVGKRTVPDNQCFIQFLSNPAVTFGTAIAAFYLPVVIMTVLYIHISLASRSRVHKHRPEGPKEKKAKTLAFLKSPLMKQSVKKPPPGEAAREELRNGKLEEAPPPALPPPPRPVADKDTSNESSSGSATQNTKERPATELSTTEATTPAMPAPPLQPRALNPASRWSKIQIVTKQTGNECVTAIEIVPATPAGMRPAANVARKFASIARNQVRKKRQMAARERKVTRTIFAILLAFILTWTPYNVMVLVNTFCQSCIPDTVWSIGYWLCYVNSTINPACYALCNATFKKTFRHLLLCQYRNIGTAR
M5 PAM: CHRM5 positive allosteric modulation | CHO-K1 hM5, Fluo-8 calcium, ACh EC20 PAM; 0% = ACh EC20, 100% = ACh EC100 | activation, % at 3 µM | 360,000 tested, 0.3% active;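 active = activation above the run cutoff, the mean activation of all test compounds plus 3 SD, cut at about 18% in these data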
Target sequence (P08912 whole entry, looked up): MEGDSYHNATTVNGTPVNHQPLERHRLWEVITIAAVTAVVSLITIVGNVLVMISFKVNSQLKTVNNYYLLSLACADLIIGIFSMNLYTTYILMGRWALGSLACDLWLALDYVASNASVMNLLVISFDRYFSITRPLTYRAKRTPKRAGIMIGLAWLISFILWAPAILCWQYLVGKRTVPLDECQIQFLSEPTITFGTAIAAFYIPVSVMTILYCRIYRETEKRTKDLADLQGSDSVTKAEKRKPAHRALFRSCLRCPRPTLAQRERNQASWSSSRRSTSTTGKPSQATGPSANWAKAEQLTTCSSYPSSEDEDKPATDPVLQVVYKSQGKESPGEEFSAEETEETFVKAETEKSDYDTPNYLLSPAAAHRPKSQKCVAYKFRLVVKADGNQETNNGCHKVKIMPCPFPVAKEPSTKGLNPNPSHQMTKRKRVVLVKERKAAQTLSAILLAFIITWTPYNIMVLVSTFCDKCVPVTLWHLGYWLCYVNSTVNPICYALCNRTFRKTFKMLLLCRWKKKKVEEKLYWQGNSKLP
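Measured by: Fluo-8 calcium fluorescence; material: human M5 receptor in CHO-K1 cells; schedule: Post-acetylcholine fluorescence recording 140 s; benchmarks: low control EC20 acetylcholine (0%), high control EC100 acetylcholine (100%); read-out: Max/basal fluorescence ratio as % of EC20–EC100 ACh window; compound: single dose, 3 µM nominal final test concentration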
CRFR2-BP ag: CRF-BP/CRF-R2 complex agonism; HEK293 CRF-R2/CRF-BP, calcium dye fluorescence (FLIPR); percent of saturating CRF peptide response; 350,000 tested, 0.46% active; activation, % at 13.2 µM;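 active = activation of at least 50%, plus an integration ratio under a set limit after plate pattern correction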;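 also: plate controls were neutral control wells without compound for no effect and CRF at EC100 for full effect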
CHRM5 antagonist: CHRM5 antagonism in calcium assay. P08912. CHO-hM5 cells, Fluo-8 calcium fluorescence, ACh EC80. 360,000 tested, 0.59% active. AID 624040. inhibition, % at 3 µM;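 active = inhibition above a per-plate cutoff, the mean of that plate's test compounds plus 3 SD, cut at about 27% in these data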;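 also: 0% = acetylcholine EC80 with DMSO and 100% = DMSO without agonist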
M5 ag: agonists of human muscarinic M5 receptor (CHRM5); activation, % at 3 µM; AID 624037; CHO-K1 hM5 cells, Fluo-8 calcium fluorescence; 0% DMSO wells, 100% maximal acetylcholine response; P08912; 360,000 tested, 0.19% active;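 active = activation above the run's mean over test compounds plus 3 SD, cut at about 23% in these data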;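 also: signal is peak over basal fluorescence ratio across the kinetic read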
M4 antag: antagonists of human muscarinic M4 receptor (CHRM4); P08173; CHO-hM4 cells, ACh EC80, Fluo-8 calcium fluorescence; inhibition, % at 3 µM; 360,000 tested, 0.73% active; AID 624125;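 active = inhibition above its plate's cutoff, the mean inhibition of sample wells plus 3 SD, cut at about 27% in these data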;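 also: 0% = acetylcholine EC80 with DMSO and 100% = DMSO without agonist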
M1 PAM: human CHRM1 positive allosteric modulation; P11229; CHO-K1 hM1, Fluo-8 calcium fluorescence, ACh EC20; 0% = ACh EC20, 100% = maximal ACh; activation, % at 3 µM; 360,000 tested, 0.088% active; AID 588819; in the data active = activation above about 19%, passing the limit was not always enough
CHRM4 PAM: potentiates acetylcholine response at human M4 receptor; CHO-K1 hM4/Gqi5, Fluo-8 calcium fluorescence, ACh EC20; 0% = ACh EC20, 100% = maximal ACh; 360,000 tested, 0.4% active; activation, % at 3 µM; P08173;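 active = activation above its plate's cutoff, the mean activation of sample wells plus 3 SD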; also: some results filed as inactive read as strong as hits
Active calls of the source: *; · = not tested or not shown.

Results follow in this order: CRFR2-BP antag	M4 ag	M5 PAM	CRFR2-BP ag	CHRM5 antagonist	M5 ag	M4 antag	M1 PAM	CHRM4 PAM
COCc1ccc(C(=O)NC2CCCc3c2cnn3-c2cc(C)cc(C)c2)s1 (stereo not given)
→ 13	10	-6	-1.4	4	3	3	-4	-1
c1ccc(-c2nnc(SCCC3OCCCO3)o2)cc1
→ -29	0	3	3.1	-4	-6	1	2	-2
C=Cn1cc[n+](CC(=O)c2ccc(Cl)c(Cl)c2)c1
→ 8	0	6	-0.3	-4	-1	2	-2	-5
CCN1CCN(C(=O)Cn2c(=O)sc3ccccc32)CC1
→ -12	1	1	0.0	4	-1	-10	3	7
O=C(c1cccc(-n2cccc2)c1)N1CCN(S(=O)(=O)c2ccccc2Br)CC1
→ -16	14	-5	7.0	6	0	-16	4	-3
CC(C)NC(=O)c1ccc(OC2CSC2)cc1
→ 1	1	1	-0.2	-3	-4	3	2	-2
COC(=O)c1nc(N)sc1C
→ 22	1	-3	0.4	2	-2	-1	13	1
Cc1ccc(Oc2cc(NC(=O)CCCn3nc([N+](=O)[O-])cc3C)cc([N+](=O)[O-])c2)cc1
→ 31	4	-11	0.2	9	-1	10	-10	-11
COc1ccc(-c2c(-c3ccsc3)oc3ccc(N4CCOCC4)cc23)cc1
→ 2	1	-9	-0.5	10	3	5	1	2
O=C(NCc1nc2ccccc2[nH]1)c1ccccc1F
→ 1	2	-5	-0.9	-9	2	-7	6	2
Cc1ncc([N+](=O)[O-])n1CCOC(=O)c1ccc(Cl)cc1Cl
→ 11	2	0	-5.0	-6	0	8	0	9
COc1ccc(N2CCN(C(=O)CCc3nnc4ccc(N5CCOCC5)nn34)CC2)cc1
→ -6	0	1	0.3	-2	-5	-2	18	3
COc1ccccc1CC(=O)NC1CCC(C)CC1 (stereo not given)
→ -6	1	9	-0.8	-3	0	-4	5	1
C=CCn1c(CSCc2ccc(C)cc2)nnc1SCC(=O)NCc1ccccc1
→ -12	8	-15	-2.4	6	0	-8	-3	1
OC(CN=c1sc2ccccc2n1CC(O)COc1ccccc1)COc1ccccc1 (stereo not given)
→ -21	11	-47	0.1	7	-7	11	-4	-7
CN(C)S(=O)(=O)c1cccc(-c2nn(-c3ccccc3)cc2/C=C(\C#N)c2nc3ccccc3[nH]2)c1
→ -22	1	-5	3.6	3	-1	-11	5	5
O=C(NCCCn1ccnc1)c1ccc2ccccc2c1
→ -2	1	11	-0.9	-5	-2	-8	1	10
Cc1ccc(-n2ncc3c2CC(C)(C)CC3NC(=O)CCc2ccncc2)cc1 (stereo not given)
→ 1	1	1	0.5	6	-5	2	9	5
COc1ccc(OC)c(NC(=O)c2c3c(nc4ccccc24)CCC3)c1
→ 11	1	0	0.2	-8	0	-6	0	5
COc1cccc(-n2c(CN3CCN(c4ccc(C)cc4)C(C)C3)nc3ccc([N+](=O)[O-])cc3c2=O)c1 (stereo not given)
→ -22	0	-4	-0.1	1	-1	-4	2	-6
Cc1ccc(-c2nnc(Cc3ccc([N+](=O)[O-])cc3)o2)cc1
→ 1	0	6	-0.2	-3	-1	0	5	-2
C/C=C/c1ccc(OCC(=O)Nc2ccc(C(N)=O)cc2)c(OC)c1
→ 4	5	0	-1.8	0	4	-1	9	-7
Cc1ccc(NCCC(=O)c2cccs2)cc1
→ 9	2	-1	1.1	12	-2	-4	10	-1
CC(CC(=O)c1ccccc1)=NCCCN=C(C)CC(=O)c1ccccc1
→ 27	5	-5	-1.8	-6	-3	-27	8	5
Cc1ccc(-c2nnc(Nc3ccc(CC(N)=O)cc3)c3ccccc23)cc1S(=O)(=O)NCCO
→ -2	0	-2	-0.6	0	0	2	4	-1
CCOC(=O)c1sc(NC(=O)CSc2nnnn2-c2ccc(C)cc2C)nc1C
→ 0	0	1	1.4	0	-2	4	6	9
CC(=O)NC1CC2CCCC(C1)N2CC(=O)Nc1ccccc1 (stereo not given)
→ 11	1	1	-1.6	-6	-2	-5	8	3
CCOC(=O)C1Oc2ccccc2C(c2cccc3ccccc23)=C1C(=O)OC (stereo not given)
→ 12	-2	-7	2.2	-7	-1	-10	-1	-2
COc1ccc(/C=C/C(=O)N(CC(C)C)C2CCS(=O)(=O)C2)cc1 (stereo not given)
→ -1	0	-1	-0.7	-1	3	-6	5	5
COc1ccc(C2C(C(=O)NCCN3CCOCC3)c3ccccc3C(=O)N2C)cc1OC (stereo not given)
→ 14	0	13	0.7	3	-8	-2	13	7
CCCCn1nc(C(=O)Nc2c(C)n(C)n(-c3ccccc3)c2=O)c2ccccc2c1=O
→ 1	-1	3	-0.7	-5	-1	-10	2	12
NS(=O)(=O)c1ccc(CCNc2ccn3nc(-c4ccc(OCCN5CCOCC5)cc4)cc3n2)cc1
→ ·	4	-6	·	12	0	-9	6	4
Cc1noc(C)c1C(=O)N1CCC(C(=O)c2ccc(F)cc2F)CC1
→ 3	1	11	4.1	-6	3	-6	6	-1
Nc1cc(C(=O)O)ccc1Nc1ccc(F)c(F)c1
→ -1	1	-2	-1.6	1	-7	-15	4	13
Nc1ccc(-c2nc3ccc([N+](=O)[O-])cc3[nH]2)cc1
→ 27	2	10	-1.6	-14	2	-4	12	14
CCOC(=O)c1ccc(S(=O)(=O)N2CCN(C3CC(=O)N(c4ccccc4C(F)(F)F)C3=O)CC2)cc1 (stereo not given)
→ -1	5	-29	-2.0	13	-9	5	-6	-8
COc1ccc(C(=O)NNC(=O)COC(=O)c2sccc2C)cc1
→ 7	0	1	-0.6	-6	4	7	-1	0
CN1CCN(c2cc(-c3ccc4ccccc4c3)nc3ccnn23)CC1
→ ·	1	-5	·	4	0	4	-3	-2
CCN1CCN(CCCNC(=O)CS(=O)(=O)Cc2nc(-c3cccc(OC)c3)oc2C)CC1
→ 2	2	4	0.5	-3	-6	0	-5	12
O=C(NCCc1ccco1)C(=O)NCC1OCCCN1S(=O)(=O)c1ccc(F)cc1 (stereo not given)
→ -3	1	3	0.6	0	-3	-4	10	9
O=C1OC(COc2ccc(Br)cc2)CN1c1ccccc1 (stereo not given)
→ -23	8	-8	0.3	2	0	-2	3	-11
O=c1c2c(-c3ccccc3)csc2nc2n1CCC2
→ -6	0	-1	1.5	-1	-3	-18	0	5
O=C(Cc1ccccc1)NCCS(=O)c1ccc(Cl)cc1 (stereo not given)
→ -7	1	-4	-2.7	5	-2	7	3	-2
Cc1c(NS(=O)(=O)c2cc(C(=O)NC(C)c3ccccc3)ccc2Cl)c(=O)n(-c2ccccc2)n1C (stereo not given)
→ -10	0	-4	-0.3	9	-2	2	1	-3
CN(CC(=O)Nc1cccc(F)c1)C(=O)CCCc1nc2ccccc2c(=O)[nH]1
→ 8	-1	3	-2.0	0	1	5	3	3
O=C(c1ccccc1F)N1CCCC(C(=O)N2CCc3ccccc3C2)C1 (stereo not given)
→ -5	2	3	-0.8	12	3	4	10	10
O=C(O)c1ccc(/C=N/O)cc1
→ -2	0	-2	-2.0	11	-2	3	0	-1
Cc1nnc(SCC(=O)NC(C)(C)C)n1NCc1ccc(Cl)cc1
→ -1	1	6	-2.9	9	-3	-2	8	1
NC(=O)c1cc(S(=O)(=O)NCc2ccc(Br)cc2)cs1
→ -18	3	2	0.0	5	-1	0	17	3
CCOc1ccc(S(=O)(=O)NNS(=O)(=O)c2ccc(C)cc2C)cc1
→ -3	1	2	1.1	6	-2	-5	6	3

(list continues)
Results follow in this order: CRFR2-BP antag	M4 ag	M5 PAM	CRFR2-BP ag	CHRM5 antagonist	M5 ag	M4 antag	M1 PAM	CHRM4 PAM
CCNC(=O)C1(C)CCN(C(=O)c2cccc(C(F)(F)F)c2)C1 (stereo not given)
→ ·	1	1	·	1	-1	-4	3	6
COc1ccc(NC(=O)COC(=O)C2CC(=O)N(Cc3ccc(C)cc3)C2)cc1 (stereo not given)
→ 7	-2	0	-1.1	14	1	4	14	-6
O=C1C(Cc2ccc(Br)cc2)SC(=Nc2ccccc2)N1c1ccccc1 (stereo not given)
→ -11	-1	1	2.4	-5	-1	-5	5	-2
COc1ccc(-c2nnc(SCC(=O)Nc3ccccc3OC)o2)cc1
→ -9	1	-8	-3.1	6	4	10	-5	-11
O=C(O)CC1SC(N/N=C/c2ccc(Br)cc2)NC1=O (stereo not given)
→ -5	2	9	0.3	1	-4	1	15	4
Cc1ccc(S(=O)(=O)CC(=O)NC2CC2)cc1
→ -8	0	-1	0.7	8	-2	-3	1	-2
CSc1ccc(CN2CCC(C(=O)NCc3ccc(C)cc3)CC2)cc1
→ -2	4	7	0.4	-7	-3	-12	2	8
COc1ccc(S(=O)(=O)N2CCc3ccccc32)cc1[N+](=O)[O-]
→ 7	5	-10	7.5	6	-6	-12	-1	-2
COc1ccc(C(=O)NCC(c2ccco2)N2CCOCC2)cc1OC (stereo not given)
→ 8	1	7	0.0	3	-2	-16	1	-1
COc1ccc(N=C2SCC(c3ccc([N+](=O)[O-])cc3)=NN2CCO)cc1
→ 26	8	-10	1.3	2	-3	1	-7	-9
C=CCNC(=O)NC(=O)COn1nnc2ccc(S(=O)(=O)N(C)C)cc21
→ 11	1	-5	1.1	2	0	-10	4	-1
CC(C)(C)NC(=O)C(c1ccncc1)N(C(=O)CNC(=O)c1ccco1)c1ccc(F)cc1 (stereo not given)
→ 2	1	-9	-0.3	21	0	-7	1	-1
CCOC(=O)N1CCC(N2CCCC(C(=O)c3cc(F)ccc3OC)C2)CC1 (stereo not given)
→ -12	1	9	1.3	-3	-11	-1	-3	-1
Cc1nc(NC(=O)c2cc3ccccc3o2)sc1C
→ -11	3	4	-2.8	-8	-1	-6	12	1
Cc1ccc(S(=O)(=O)N(C)C[C@@H]2Oc3ccc(NC(=O)Cn4cnnn4)cc3C(=O)N([C@@H](C)CO)C[C@H]2C)cc1
→ -7	1	3	0.3	5	1	2	5	8
O=S(=O)(c1c(F)cccc1F)C1CCN(S(=O)(=O)c2ccc3c(c2)OCCO3)CC1
→ 3	2	-1	0.6	8	-3	-13	6	15
CCCC(=O)Nc1nnc(Cc2ccccc2)s1
→ -13	-1	-4	-0.1	8	2	17	-8	-17
Cc1c(Cl)cnc(NC(=O)COC(=O)c2ccc3c(c2)OCO3)c1Cl
→ 27	1	0	-6.6	-5	-3	-11	6	-3
O=C(NC(=O)c1ccc(F)cc1F)Nc1ccc(Cl)cc1
→ -19	1	3	-1.4	8	0	-9	6	-16
COc1ccccc1C(=O)N1CCC(N2CCN(c3ccccc3)CC2)CC1
→ 5	7	-7	-0.9	1	-14	-14	-3	-24
COc1ccc(/C=N/NC(=O)c2cccc([N+](=O)[O-])c2)cc1O
→ -8	2	3	-0.3	-9	-4	-15	2	11

One compound at a time, from the list above.
Entry for O=S(=O)(c1c(F)cccc1F)C1CCN(S(=O)(=O)c2ccc3c(c2)OCCO3)CC1 = CRFR2-BP antag = 3; M4 ag = 2; M5 PAM = -1; CRFR2-BP ag = 0.6; CHRM5 antagonist = 8; M5 ag = -3; M4 antag = -13; M1 PAM = 6; CHRM4 PAM = 15
Entry for Cc1ccc(S(=O)(=O)N(C)C[C@@H]2Oc3ccc(NC(=O)Cn4cnnn4)cc3C(=O)N([C@@H](C)CO)C[C@H]2C)cc1 = CRFR2-BP antag = -7; M4 ag = 1; M5 PAM = 3; CRFR2-BP ag = 0.3; CHRM5 antagonist = 5; M5 ag = 1; M4 antag = 2; M1 PAM = 5; CHRM4 PAM = 8

No enrichment for hits, and some 2.6% of all compounds hit somewhere here.
